Screening results deposited in PubChem by Johns Hopkins Ion Channel Center.
ANO1 activ = activates or potentiates the mouse TMEM16A chloride channel; HEK293 TMEM16A/YFP-H148Q/I152L, iodide quench fluorescence; active compounds read low; 340,000 tested, 0.3% active; Q8BHY3; B-score at 10 µM; AID 623877;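 active means fluorescence-ratio B-score plate-corrected deviation score at least 3 library SD below zero, with starting fluorescence score within 5 deviations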;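 further: channel opened by trigger with iodide after compound preincubation; score built on the fluorescence ratio of max minus min over baseline; more negative score means more quench and so TMEM16A activation or potentiation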
ANO1 block = mouse TMEM16A channel inhibition, primary screen | Q8BHY3 | HEK293 TMEM16A/YFP iodide influx fluorescence, ionomycin | normalized B-score (activity score, 25-100; higher = stronger inhibition) at 10 µM | 310,000 tested, 1.2% active;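 active means ratio plate-corrected score three or more library SD toward inhibition, starting fluorescence score within five deviations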;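 further: score derived from kinetic fluorescence span divided by baseline fluorescence per well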
hERG rescue = compounds protecting human hERG from proarrhythmic drug block | activation (rescue from dofetilide block), less the hit threshold, % at 10 µM | CHO-hERG, FluxOR thallium flux, dofetilide IC70 present | 310,000 tested, 0.51% active | Q12809;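 active means activation above the mean of controls blocked by dofetilide plus 5 SD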;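 further: thallium influx through hERG after potassium depolarization seen as dye fluorescence rise; in these data hits start at about 4.7%; inactives centre near -7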
KCNQ1 pot = human KCNQ1 channel potentiation or activation. B-score at 10 µM. CHO-K1 KCNQ1, thallium flux FluxOR fluorescence; active compounds read high. 310,000 tested, 0.35% active. P51787;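 active means fluorescence ratio B-score, a plate-corrected score, at least three library SD, with initial intensity B-score within 5 SD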
Target sequence (P51787 whole entry, looked up): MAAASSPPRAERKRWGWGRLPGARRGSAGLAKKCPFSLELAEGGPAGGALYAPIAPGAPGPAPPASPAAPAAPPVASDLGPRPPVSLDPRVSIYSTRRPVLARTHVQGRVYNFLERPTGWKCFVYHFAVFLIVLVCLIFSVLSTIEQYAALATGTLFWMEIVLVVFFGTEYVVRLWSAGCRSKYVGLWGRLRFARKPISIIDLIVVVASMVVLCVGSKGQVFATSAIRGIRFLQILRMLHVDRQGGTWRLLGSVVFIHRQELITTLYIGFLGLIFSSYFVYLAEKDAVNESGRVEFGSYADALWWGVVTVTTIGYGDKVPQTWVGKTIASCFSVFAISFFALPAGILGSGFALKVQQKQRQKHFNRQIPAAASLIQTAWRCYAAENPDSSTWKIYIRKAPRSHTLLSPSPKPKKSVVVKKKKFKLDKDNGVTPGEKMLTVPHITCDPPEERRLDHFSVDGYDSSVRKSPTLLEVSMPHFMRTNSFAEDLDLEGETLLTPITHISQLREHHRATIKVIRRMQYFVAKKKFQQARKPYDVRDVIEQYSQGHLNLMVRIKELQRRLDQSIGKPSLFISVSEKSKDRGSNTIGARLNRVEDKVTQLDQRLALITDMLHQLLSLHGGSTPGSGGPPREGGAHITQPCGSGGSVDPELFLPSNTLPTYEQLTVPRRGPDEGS
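Medium – assay buffer, equal DMSO in all wells · Material – CHO-K1 cell line with stable KCNQ1 potassium channel expression · Signal – kinetic FluxOR thallium fluorescence, 10-s 1-Hz baseline, 110-s post-stimulus read · Compound – single concentration per compound, DMSO matched to controls · Schedule – 37 °C overnight plating, 90-min dark dye load, 20-min compound pretreatment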
MrgX1 PAM = human MrgX1 positive allosteric modulation, primary screen; B-score at 10 µM; 310,000 tested, 0.63% active; MrgX1-HEK293, Fluo-4 calcium flux, FDSS; active compounds read high; Q96LB2; AID 588675;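 active means plate-corrected calcium response at least 3 library SD above typical, normal starting fluorescence, not activating the receptor alone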;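 further: compound read alongside a low EC10 to EC30 dose of BAM8-22 agonist; peak minus trough fluorescence over baseline measured at the second addition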
MrgX1 agonist = agonists of human MrgX1 receptor. Q96LB2. MrgX1-HEK293 cells, Fluo-4 calcium fluorescence, agonist mode; active compounds read high. B-score at 10 µM. 310,000 tested, 0.44% active;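 active means calcium response B-score plate-corrected fluorescence ratio at least 3 library SD, with starting fluorescence B-score inside 5 SD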
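Test system: HEK293 cells stably expressing human MrgX1 receptor; Input: fifteen thousand cells per well; Dosing: compound delivered in addition one of three; Schedule: overnight seeding, then 1 h dark dye loading; Technique: Fluo-4 NW calcium fluorescence; Measure: B-scored fluorescence response ratio; Controls: positive and negative controls per plate.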
RGS4 act = RGS4 potentiation or activation. HEK293 M3R/inducible RGS4, carbachol calcium flux Fluo4; active compounds read low. B-score at 10 µM. 310,000 tested, 0.92% active;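 active means B-score of the integrated calcium signal more than 4 SD below the library mean, with starting fluorescence not abnormally high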;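 further: negative B-score means reduced calcium response which marks RGS4 activation or potentiation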
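Material: Inducible-RGS4 HEK293 cells carrying M3 receptor; also added: carbachol at ECmax as muscarinic agonist stimulus; incubation: compound preincubation 20 min at room temperature before agonist; signal: Fluo4-AM (2 µM) calcium-flux fluorescence, kinetic read; measure: integrated calcium ratio converted to B score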
RGS4 block = human RGS4 inhibition. AID 463165. 310,000 tested, 0.45% active. B-score at 10 µM. P49798. HEK293 M3R/RGS4 inducible, Fluo-4 calcium flux; active compounds read high; triggered by carbachol at its EC20;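 active means B-score, a plate-corrected calcium signal, over three deviations above library mean, with baseline fluorescence within five deviations of library mean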;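 further: RGS4 expression induced by doxycycline in cells with stable M3 receptor; B-score is computed from the integrated fluorescence ratio over baseline after carbachol; higher B-score means a larger calcium signal and so more RGS4 inhibition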
KCNQ1 inh = blocks the human KCNQ1 potassium channel | 310,000 tested, 1.3% active | AID 2642 | CHO-K1 KCNQ1, FluxOR thallium flux fluorescence; active compounds read high | B-score at 10 µM;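 active means compounds whose thallium flux B-score, printed positive for inhibition, exceeds three library SD while starting fluorescence stays within three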;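 further: channel opened by potassium depolarization with thallium stimulus after 20 min compound exposure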
KCNK9 block = inhibitors of human KCNK9 two-pore domain potassium channel | Q9NPC2 | HEK293 KCNK9, FluxOR thallium flux fluorescence; active compounds read low | B-score at 10 µM | 310,000 tested, 1.2% active | AID 488922;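 active means ratio B-score over 3 SD below the library mean, with starting fluorescence within 5 SD of its mean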;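 further: negative B-score means less thallium flux so channel inhibition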
KCNK3 block = human KCNK3 channel inhibition, primary screen; O14649; CHO-KCNK3 thallium flux, FluxOR fluorescence; active compounds read low; B-score at 10 µM; 340,000 tested, 0.84% active; AID 602410;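 active means B-score under library mean minus 4 SD, starting fluorescence ratio at most library mean plus 5 SD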;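 further: more negative B-score means stronger inhibition of thallium flux through KCNK3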
Target sequence (O14649 whole entry, looked up): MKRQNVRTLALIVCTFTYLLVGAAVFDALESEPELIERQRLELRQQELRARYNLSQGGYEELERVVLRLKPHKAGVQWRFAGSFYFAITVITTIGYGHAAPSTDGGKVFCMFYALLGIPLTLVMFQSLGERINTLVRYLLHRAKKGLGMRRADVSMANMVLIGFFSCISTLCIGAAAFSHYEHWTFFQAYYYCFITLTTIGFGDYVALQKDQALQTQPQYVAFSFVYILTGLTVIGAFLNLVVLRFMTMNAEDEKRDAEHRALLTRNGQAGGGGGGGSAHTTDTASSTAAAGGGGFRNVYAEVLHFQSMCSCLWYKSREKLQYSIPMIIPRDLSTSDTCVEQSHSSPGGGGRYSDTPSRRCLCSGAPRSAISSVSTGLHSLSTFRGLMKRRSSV
Starred values were filed as active, the others as inactive; i = inactive; nt = not tested or not shown.

SMILES	ANO1 activ	ANO1 block	hERG rescue	KCNQ1 pot	MrgX1 PAM	MrgX1 agonist	RGS4 act	RGS4 block	KCNQ1 inh	KCNK9 block	KCNK3 block
CCOc1ccccc1NS(=O)(=O)c1c(C)noc1C	i	i	-5	i	i	i	i	i	i	i	i
CCCCn1c(=S)[nH]c2ncccc2c1=O	i	i	-2	10*	i	i	i	i	i	i	i
O=c1cc[nH]c2cccc(Cc3ccccc3)c12	i	i	-9	i	i	i	i	i	i	i	i
CC(=O)Nc1nc(COc2ccccc2)cs1	i	i	-8	i	i	i	i	i	i	i	i
COc1ccc(NC(=O)CSCc2cc(=O)n3c(C)csc3n2)cc1	i	i	-3	i	i	i	i	i	i	i	i
COC(=O)c1c(NC(=O)CC2Nc3cc(C)c(C)cc3NC2=O)sc(C)c1C (stereo not drawn)	i	i	-5	i	i	i	i	i	i	i	i
Cc1cccn2c(CNCC3OCCc4ccccc43)c(C(=O)N3CCCCC3)nc12 (stereo not drawn)	i	i	-13	i	i	i	i	i	i	i	i
O=C(Cc1c(O)c2ccccc2[nH]c1=O)OC1CCCCC1	i	i	-1	i	i	i	i	i	i	i	i
Cc1nc2nc(-c3cccs3)cn2nc1C	i	i	-27	i	i	i	-7*	i	7*	i	i
COc1ccc2nc(SC)cc(C)c2c1	i	i	-6	i	i	i	i	i	i	i	i

Quoted from the listing, four compounds:
SMILES	ANO1 activ	ANO1 block	hERG rescue	KCNQ1 pot	MrgX1 PAM	MrgX1 agonist	RGS4 act	RGS4 block	KCNQ1 inh	KCNK9 block	KCNK3 block
CCOc1ccccc1NS(=O)(=O)c1c(C)noc1C	i	i	-5	i	i	i	i	i	i	i	i
CCCCn1c(=S)[nH]c2ncccc2c1=O	i	i	-2	10*	i	i	i	i	i	i	i
O=c1cc[nH]c2cccc(Cc3ccccc3)c12	i	i	-9	i	i	i	i	i	i	i	i
CC(=O)Nc1nc(COc2ccccc2)cs1	i	i	-8	i	i	i	i	i	i	i	i

(more compounds)
SMILES	ANO1 activ	ANO1 block	hERG rescue	KCNQ1 pot	MrgX1 PAM	MrgX1 agonist	RGS4 act	RGS4 block	KCNQ1 inh	KCNK9 block	KCNK3 block
Cc1cc(C)c(S(=O)(=O)c2ccccc2)c(N(C)C)n1	i	i	-6	i	i	i	i	i	i	i	i
COc1cc2c3nnc(-c4ccc(F)cc4)c-3cn(Cc3ccc(F)cc3)c2cc1OC	i	i	-12	i	i	i	i	i	i	i	i
O=CN/N=C/c1c(O)ccc2ccccc12	i	i	-12	i	i	i	i	i	i	i	i
COc1cccc(NC(=O)Nc2nccc(C)n2)c1	i	i	-5	i	i	i	i	i	i	i	i
CCn1c(O)c(C=NCCN2CCOCC2)sc1=S	i	i	-1	i	i	i	i	i	i	i	i
CCn1c(-c2nn(-c3ccc(C)cc3)ccc2=O)n[nH]c1=S	i	i	3	i	i	i	i	i	i	i	i
COc1ccc(NC(=O)CSc2nc(=O)n(CCN3CCOCC3)c3c2CCC3)cc1	i	i	-12	i	i	i	i	i	i	i	i
COc1ccc(NC(=O)Cn2c(=O)cnc3ccccc32)cc1S(=O)(=O)N1CCCCC1	i	i	-10	i	i	i	i	i	i	i	i
COc1ccc(/C=N/NS(C)(=O)=O)c(OC)c1	i	i	-9	i	i	i	i	i	i	i	i
Cc1ccc(C)c(NC(=O)CN(C)C(=O)CSCc2c(C)noc2C)c1	i	i	-17	i	i	i	i	i	i	i	i
COc1ccccc1N1CCN(C(=O)c2cccc(N3C(=O)C4C5C=CC(C5)C4C3=O)c2)CC1 (stereo not drawn)	i	i	-8	i	i	i	i	i	i	i	i
Cc1cccc(C(CC(=O)NCCc2ccccc2)c2ccccc2)c1O (stereo not drawn)	i	i	-17	i	i	i	i	i	i	i	i
COc1cccc(C(=O)OCn2nnc3ccccc3c2=O)c1OC	i	i	-12	i	i	i	i	i	i	i	i
O=C(N/N=C/c1cccnc1)c1ccc([N+](=O)[O-])cc1	i	i	-12	i	i	i	i	i	i	i	i
O=C(CCC(=O)c1ccccc1)Nc1ccc(C(=O)O)cc1	i	i	-1	i	i	i	i	i	i	i	i
Cc1ccccc1N(CC(=O)NCc1ccco1)C(=O)CCC(=O)Nc1nccs1	i	i	-4	i	i	i	i	i	i	i	i
CCOC(=O)c1[nH]c(=O)[nH]c1CNc1ccccc1C#N	i	i	-6	i	i	i	i	i	i	i	i
COc1ccc(NC(=O)NC2CCN(C(C)C)CC2)c(OC)c1	i	i	-15	i	i	i	i	i	i	i	i
O=C(Nc1ccc(OC(F)F)c(Cl)c1)[C@@H]1CCCN1C(=O)c1cccs1	i	i	-10	i	i	i	i	i	i	i	i
COc1ccc(NC(=O)COC(=O)COc2ccc(Br)cc2)cc1	i	i	-12	i	i	i	i	i	i	i	i
Fc1cccc(CSc2ccc(-c3ccco3)nn2)c1	i	i	-14	i	i	i	i	i	i	i	i
CCNc1ccc([N+](=O)[O-])cc1	i	i	-6	i	i	i	i	i	i	i	i
CC1CCCC(C)N1CCCNC(=O)c1ccc2nc(N3CCCCC3)sc2c1 (stereo not drawn)	i	i	-11	i	i	i	i	i	i	i	i
COc1ccc(N(C)S(=O)(=O)c2c(C)noc2C)c(OC)c1	i	i	-4	i	i	i	i	i	i	i	i
COC(=O)[C@H](Cc1ccccc1)NC(=O)NCCc1ccccc1F	i	i	-11	i	i	i	i	i	i	i	i
OCCNc1nc(N2CCN(c3ccccc3)CC2)nc2ccccc12	i	i	-16	i	i	i	i	i	i	i	i
CCOc1ccc2c(c1)c1nnc(SCC(=O)N3CCCCC3C)nc1n2C (stereo not drawn)	i	i	-23	i	i	i	i	i	i	i	i
COc1cccc(C(C(=O)NC2CCCCC2)N(C(=O)c2ccccn2)c2cccnc2)c1 (stereo not drawn)	i	i	-6	i	i	i	i	i	i	i	i
O=C(Nc1ccc(Cl)cc1)C1CCCC1	i	i	-2	i	i	i	i	i	i	i	i
COc1ccccc1C(=O)N1CCC(C(=O)c2ccc(F)cc2)CC1	i	i	-7	i	i	i	i	i	i	i	i
Cn1nnnc1SCCNCc1cc(Cl)ccc1OCc1ccccc1	i	i	-7	i	i	i	i	i	i	i	i
COc1ccccc1-c1noc(-c2ccccc2C(=O)NCc2ccco2)n1	i	i	-13	i	i	i	i	i	i	i	i
N#Cc1nc(-c2ccc(F)cc2)oc1N1CCCC1	i	i	-5	i	i	i	i	i	i	i	i
CC(=O)c1ccc(NC(=O)/C(Cl)=C/c2ccccc2)cc1	i	i	-8	i	i	i	i	i	i	i	i
Cc1ccc(C(=O)NCCNc2ncc(C(F)(F)F)cc2Cl)cc1[N+](=O)[O-]	i	i	-9	i	i	i	i	i	i	i	i
O=S(=O)(c1ccc(-c2nc3ccccc3s2)cc1)N1CCCC1	i	i	0	i	i	i	i	i	i	i	i
CC1=C(C(=O)OCC2CCCO2)C(c2ccc(Cl)c(Cl)c2)NC(=O)N1 (stereo not drawn)	i	i	-1	i	i	i	i	i	i	i	i
Cc1ccc(F)cc1CNC(=O)C1CCC(=O)N(CCCN2CCCC2=O)C1 (stereo not drawn)	i	i	-7	i	i	i	i	i	i	i	i
CCN(CC)CC(=O)c1c(N)n(Cc2ccccc2)c(=O)n(C)c1=O	i	i	-12	i	i	i	i	i	i	i	i
CCCC(=O)NC(=S)Nc1cccc(NC(=O)c2ccc(Cl)cc2Cl)c1	i	i	-10	i	i	i	i	i	i	i	i
O=C(COC(=O)COc1ccccc1Cl)Nc1ccccc1OC(F)F	i	i	4.9*	i	i	i	i	i	i	i	i
COC(=O)c1ccccc1NC(=O)Cn1nnc(-c2ccc(OC)cc2)n1	i	i	0	i	i	i	i	i	i	i	i
CN1/C(=C\C(=O)COC(=O)Cn2nnc(-c3ccccc3)n2)C(C)(C)c2ccccc21	i	25*	-17	i	i	i	i	i	i	i	i
Cc1cc(C)c2c(N)c(-c3nc4ccccc4[nH]3)sc2n1	i	i	-9	i	i	i	i	i	i	i	i
CCCC1=Nc2cc(C(=O)N3CCN(c4ccccn4)CC3)ccc2Sc2ccc(C)cc21	i	i	-19	i	i	i	-7.5*	i	7*	i	i
O=C(NCC1CCCO1)C12CN(Cc3ccccc3)CC1C(c1cccc([N+](=O)[O-])c1)=NO2 (stereo not drawn)	i	i	-10	i	i	i	i	i	i	i	i
NC1=NC(=Nc2ccc(Cl)cc2)c2ccccc21	i	i	-7	i	i	i	i	8*	i	i	i
CC(C)c1ccc(Nc2nc(CC(=O)O)cs2)cc1	i	i	-5	i	i	i	i	i	i	i	i
CCCCOC(=O)c1cccc(NC(=O)CCC(=O)O)c1	i	i	-18	i	i	i	i	i	i	i	i
Cc1nnsc1C(=O)N1CCC(CO)(Cc2ccccc2Cl)CC1	i	i	-12	i	i	i	i	i	i	i	i

Later entries.
SMILES	ANO1 activ	ANO1 block	hERG rescue	KCNQ1 pot	MrgX1 PAM	MrgX1 agonist	RGS4 act	RGS4 block	KCNQ1 inh	KCNK9 block	KCNK3 block
c1ccc(CCc2nn3c(Cn4nnc5ccccc54)nnc3s2)cc1	i	i	-5	i	i	i	i	i	i	i	i
C=C(Br)Cn1c(CC(C)C)nc2ccccc21	i	i	-17	i	i	i	i	i	i	i	i
COC(=O)n1c(=O)oc2ccccc21	i	i	-8	i	i	i	i	i	i	i	i
O=C(COc1ccccc1[N+](=O)[O-])Nc1cc(C(=O)O)cc(C(=O)O)c1	i	i	-9	i	i	i	i	i	i	i	i
CCn1c(/C=C2/C(=O)N(C)c3ccccc32)nc2ccccc2c1=O	i	i	-3	i	i	i	i	i	i	i	i
O=C(NN1C(=O)/C(=C/c2cccc(O)c2)SC1=S)c1ccccc1O	i	i	-8	i	i	i	i	i	i	i	i
CCn1c2ccc(OC)cc2c2nc3ccccc3nc21	nt	i	-1	i	i	i	i	i	i	i	nt
CS(=O)(=O)N(CC(=O)O)c1cc(Cl)cc(Cl)c1	i	i	-4	i	i	i	i	i	i	i	i
COc1ccc(NS(=O)(=O)c2ccc(NC(=O)c3ccc(N(C)S(C)(=O)=O)cc3)cc2)c(OC)c1	i	i	-1	i	i	i	i	i	i	i	i
